DAX1 inh-1: inhibitors of DAX1 repression of SF-1 activated StAR promoter | HEK293T StAR-luciferase reporter, SF-1/DAX-1 repression relief | inhibition, % at 6.8 µM | actives 1.1% (n = 370,000) | AID 652010;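 active = inhibition above the mean over all tested compounds plus 3 SD, cut at about 3.6% in these data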;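 also: 0% = DAX-1 cells with DMSO and 100% = cells lacking DAX-1 with DMSO; higher inhibition means more luminescence from relief of DAX-1 repression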
GAA850 FXN act: frataxin GAA850 promoter activation; HEK293 lucGAA850 FXN promoter luciferase reporter, 24 h; percent of 10 µM SAHA response; activation, % at 6 µM; actives 0.56% (n = 360,000);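 active = activation above the average of all compounds screened plus 3 SD, cutoff fixed separately per campaign, cut at about 7.5% in these data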;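 also: 0% = DMSO wells and 100% = 10 µM SAHA wells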
HGIII-sPLA2 inh: Blocks human group III sPLA2 activity. inhibition, % at 12.2 µM. QFRET BODIPY PC-A2 liposome hydrolysis, fluorescence. AID 743126. actives 0.56% (n = 370,000). Q9NZ20;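 active = inhibition above mean plus 3 SD of compounds lying within the high and low control bounds, cut at about 19% in these data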;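 also: 0% = median of test compound wells and 100% = no enzyme DMSO wells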
DAX1 inh-2: inhibits human nuclear receptor DAX1. P51843. HEK293 Gal4-DAX1 luciferase reporter, luminescence. actives 0.99% (n = 340,000). inhibition, % at 6.75 µM. AID 504766;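 active = inhibition above the mean over all tested compounds plus 3 SD, cut at about 4.2% in these data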;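 also: 0% = DAX1-transfected cells with DMSO and 100% = empty-vector control cells with DMSO; inhibition shows as a rise in luminescence from relieved DAX1 repression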
hgDAF12 agonist: activates the H. glycines DAF-12 receptor ligand-binding domain. HEK293 GAL4-hgDAF12 UAS-luciferase reporter, agonist luminescence; normalized to butyrate control. activation, % at 6.8 µM. actives 1.8% (n = 370,000). AID 687014;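 active = activation above a cutoff set at the mean of all screened compounds plus 3 SD, cut at about 10% in these data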;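 also: 0% = DMSO wells and 100% = sodium butyrate wells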
hcDAF-12 act: H. contortus DAF-12 activation, primary screen; HEK293 hcDAF-12 lit1-tk-luc reporter, luminescence; 0% DMSO, 100% Δ7-dafachronic acid; activation, % at 6.8 µM; actives 1.4% (n = 370,000); AID 652067;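 active = activation above the mean of all tested compounds plus 3 SD, cut at about 5.5% in these data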;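 also: 100% = response to 3 µM Δ7-dafachronic acid high control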
PLCg1 inh: blocks human PLC-gamma1 enzyme activity; P19174; AID 720700; purified PLC-gamma1, fluorogenic substrate, fluorescence; actives 0.84% (n = 370,000); inhibition, % at 12.2 µM; in the data active = inhibition above about 9.5%
Target sequence (P19174 whole entry, looked up): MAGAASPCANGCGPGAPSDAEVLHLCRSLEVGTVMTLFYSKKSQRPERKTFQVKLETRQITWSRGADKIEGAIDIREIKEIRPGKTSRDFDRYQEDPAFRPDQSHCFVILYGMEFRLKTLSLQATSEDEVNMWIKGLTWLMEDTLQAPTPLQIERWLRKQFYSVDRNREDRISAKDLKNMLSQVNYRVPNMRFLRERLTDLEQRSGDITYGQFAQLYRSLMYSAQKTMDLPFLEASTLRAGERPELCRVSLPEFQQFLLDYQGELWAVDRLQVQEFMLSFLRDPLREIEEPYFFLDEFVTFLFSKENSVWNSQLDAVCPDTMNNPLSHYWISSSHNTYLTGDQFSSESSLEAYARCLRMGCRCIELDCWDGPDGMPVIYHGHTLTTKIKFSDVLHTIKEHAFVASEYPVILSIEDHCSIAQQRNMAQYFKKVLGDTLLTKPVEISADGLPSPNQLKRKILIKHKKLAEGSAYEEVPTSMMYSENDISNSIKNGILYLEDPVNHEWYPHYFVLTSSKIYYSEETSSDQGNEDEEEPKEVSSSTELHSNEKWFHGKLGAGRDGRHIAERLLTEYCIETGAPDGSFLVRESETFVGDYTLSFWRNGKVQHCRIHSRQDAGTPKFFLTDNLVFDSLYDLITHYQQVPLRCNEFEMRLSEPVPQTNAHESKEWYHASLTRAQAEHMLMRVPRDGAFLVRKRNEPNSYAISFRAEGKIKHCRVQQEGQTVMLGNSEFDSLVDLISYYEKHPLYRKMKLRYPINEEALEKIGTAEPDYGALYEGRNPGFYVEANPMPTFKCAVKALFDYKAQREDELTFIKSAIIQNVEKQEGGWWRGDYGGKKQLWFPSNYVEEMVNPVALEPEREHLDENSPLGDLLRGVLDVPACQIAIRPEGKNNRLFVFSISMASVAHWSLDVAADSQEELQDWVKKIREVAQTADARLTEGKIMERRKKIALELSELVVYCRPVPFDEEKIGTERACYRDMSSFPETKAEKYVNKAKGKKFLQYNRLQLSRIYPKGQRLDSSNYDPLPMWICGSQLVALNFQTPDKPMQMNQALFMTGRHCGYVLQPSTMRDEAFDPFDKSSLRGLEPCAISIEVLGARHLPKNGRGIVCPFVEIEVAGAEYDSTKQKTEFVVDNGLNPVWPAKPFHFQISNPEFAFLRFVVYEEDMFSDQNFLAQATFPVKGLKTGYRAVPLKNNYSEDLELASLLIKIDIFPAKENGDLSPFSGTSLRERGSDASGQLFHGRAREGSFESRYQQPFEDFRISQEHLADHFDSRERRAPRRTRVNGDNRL
ADAM17 inh: inhibitors of human ADAM17. P78536. recombinant ADAM17, EDANS/DABCYL FRET peptide cleavage. inhibition, % at 6.95 µM. actives 0.83% (n = 370,000). AID 720648;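 active = inhibition above the mean of compounds lying between control limits plus 3 SD, set per campaign, cut at about 8.5% in these data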;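 also: 0% = DMSO-only wells as the low control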
ssDAF12 agonist: S. stercoralis DAF-12 activation, primary screen. HEK293 ssDAF-12/GRIP1 lit1-tk-luc reporter, luminescence; % of 3 µM dafachronic acid response. actives 1% (n = 370,000). activation, % at 6.8 µM. AID 652126;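 active = activation above the mean over all tested compounds plus 3 SD, cut at about 0.9% in these data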;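 also: 0% = DMSO-only wells and 100% = 3 µM delta7-dafachronic acid wells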
PLC-beta3 inh: PLC-beta3 (human) inhibition, primary screen. Q01970. Purified PLC-beta3, fluorogenic substrate, fluorescence. inhibition, % at 12.2 µM. actives 0.18% (n = 370,000). AID 720704; in the data active = inhibition above about 11%;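 also: 0% = median of compound wells on plate and 100% = full blocker control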
ADAM10 inh: inhibits human ADAM10; O14672; recombinant ADAM10, EDANS/DABCYL FRET peptide cleavage, 3 h; inhibition, % at 7 µM; actives 0.62% (n = 370,000);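 active = inhibition above a per-campaign cutoff equal to the mean of compounds falling between control-based bounds plus 3 SD, cut at about 20% in these data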;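 also: 0% = DMSO wells while the 100% control is not disclosed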
* = called active by the depositor; . = no result given.

SMILES	DAX1 inh-1	GAA850 FXN act	HGIII-sPLA2 inh	DAX1 inh-2	hgDAF12 agonist	hcDAF-12 act	PLCg1 inh	ADAM17 inh	ssDAF12 agonist	PLC-beta3 inh	ADAM10 inh
CC(=O)OC1CCC2(C)C(=CCC3C4CC(=O)N(O)C(=O)C4(C)CCC32)C1 (centres undefined)	0.6	-0.2	-41	-0.9	9.1	1.6	0	-5	0.0	4	-1
COc1ccc2[nH]c(C)c(CCN3C(=O)OC(C)(C)C3(C)O)c2c1 (centres undefined)	-1.3	-0.4	-5	-0.7	-1.0	-0.3	-17	-1	-0.8	-15	-10
COc1ccc(N2C(=O)C3CCCN3C2c2cccc(Br)c2)cc1 (centres undefined)	1.2	12*	0	1.0	0.9	-2.4	-2	3	-0.9	2	-4
CCN(CC)C(=O)c1ccccc1NC(=O)CN1C(=O)c2ccccc2S1(=O)=O	0.3	-0.4	-2	-0.2	-2.1	0.1	1	-1	-0.7	-2	-3
O=C(CCSCc1cccc(Cl)c1)NCCc1ccccc1	-0.3	0.4	3	-0.7	0.3	-0.2	-4	-1	-0.9	-5	4
CCOC(=O)N1CCN(C2=C(NS(=O)(=O)c3ccc(Br)cc3)C(=O)c3ccccc3C2=O)CC1	-1.4	1.1	-4	-0.6	-2.1	0.6	-2	-2	-1.6	-5	1
CC(=O)Nc1ccc(NC(=O)C(C)OC(=O)CCC2CCCCC2)cc1 (centres undefined)	-1.2	-0.3	-12	0.5	-1.0	-0.2	2	1	-1.4	-10	-7
CCOC(=O)CC(=O)Nc1ccc(C)cc1	-0.2	-0.3	-19	-1.0	0.7	0.3	4	-1	-0.8	2	2
COc1ccc(C#Cc2c(-c3ccc(OC)cc3)oc3ccc(-c4ccc5c(c4)OCO5)cc23)cc1	0.1	1.0	2	1.1	-1.8	0.2	4	-6	-1.0	-8	-21
COc1c(C(=O)Nc2nnc(C3CC3)s2)csc1Cl	7.0*	4.4	0	2.0	10	8.1*	-2	0	2.1*	-7	-2
CC(NC(=O)C(C)N1CCN(Cc2ccccc2)CC1)c1ccccc1 (centres undefined)	-0.3	-0.8	-1	0.6	-1.3	-1.4	1	-2	-0.9	-2	-10
O=C(NCCS(=O)(=O)NCc1ccccc1Cl)c1ccccc1	-0.3	-0.5	2	0.4	-1.3	0.3	-2	-3	-1.1	-7	-11
CC(C)[C@@H]1CC[C@@H](C)C[C@H]1OC[B-](F)(F)F	0.5	.	7	.	-2.0	-1.7	2	3	-0.7	1	6
COC(=O)c1ccc(N2CCN(C)CC2)c(NC(=O)COc2ccccc2)c1	-0.2	1.4	-6	-0.5	-1.7	-0.1	0	-1	-1.2	-3	-11
c1c2c(cc3sc(N4CCOCC4)nc13)OCO2	2.6	2.8	4	1.8	16*	6.0*	-3	-3	0.1	-1	-8
COc1ccc(C(=O)COC(=O)CCNS(=O)(=O)c2ccccc2)cc1Br	0.9	1.7	-14	0.5	-0.3	0.0	-3	-1	-1.2	-10	6
O=C(NCC1COc2ccccc2O1)c1ccc(NC(=O)C(Cl)Cl)cc1 (centres undefined)	-0.8	.	-3	.	7.6	1.1	0	1	-1.1	2	2
O=C(C1CCCN(S(=O)(=O)c2cccc3ccccc23)C1)N1CCN(Cc2ccccc2)CC1 (centres undefined)	-1.2	.	-9	.	0.2	-0.8	4	2	-1.7	0	-6
COC(=O)[C@]12C[C@H](CC(=O)NCc3cccc(C(F)(F)F)c3)C(=O)N(Cc3ccco3)C1=C[C@H](COCc1ccccc1)O[C@@H]2C	-1.4	.	-17	.	6.1	-1.6	1	3	-0.7	-2	14
CC(C)(C)NC(=O)CSc1ccc(S(=O)(=O)N2CCOCC2)cn1	-0.4	1.5	2	-0.1	-0.9	-1.4	2	-1	-1.6	-1	-3
CCOc1ccc(C(=O)N2CCCCCC2)cc1	0.1	4.1	12	-0.1	2.8	-0.8	-1	-3	-0.5	4	-10
Cc1ccc(S(=O)(=O)N/N=C/c2ccc3nccnc3c2)cc1	-0.6	1.7	5	1.2	1.4	-3.0	2	-3	-1.5	-6	5
O=C1CC(c2ccco2)Cc2nc(Nc3ccc(F)cc3)ncc21 (centres undefined)	-0.8	-0.7	-9	-1.0	1.2	-3.5	-19	-4	-1.7	-21	1
O=C(CCc1ccccc1)NNC(=O)c1ccccc1Br	-0.7	2.8	7	5.0*	-4.2	-1.9	-1	-3	-1.1	-2	-2
COc1ccc(-c2cc(=O)oc3c(C)c(OCC(=O)NCCCn4ccnc4)ccc23)cc1	0.0	-1.8	1	1.3	-2.2	-1.0	-54	-17	-1.4	-74	-59
CC(C)CN(C(=O)CCCOc1ccc(Cl)cc1Cl)c1c(N)n(Cc2ccccc2)c(=O)[nH]c1=O	-2.1	-2.9	-2	-1.2	-0.9	-0.4	-2	-3	-1.4	-1	-2
O=c1cc(NCc2ccc3c(c2)OCO3)[nH]c(=O)n1-c1ccc(Cl)cc1	-0.2	-1.6	7	-0.2	1.6	-0.4	3	-3	-1.1	0	1
CC(/C=N/n1c(-c2ccccn2)n[nH]c1=S)=C\c1ccccc1	0.2	0.5	0	.	-0.5	-0.5	3	-6	-1.1	-4	-9
COc1ccc(OC)c(N(CC(=O)N2CCN(c3cc(Cl)ccc3C)CC2)S(C)(=O)=O)c1	-1.1	0.3	-11	-0.5	-2.1	-1.6	3	-3	-1.3	0	0
Cc1cccc(OCC(O)CN2CC3(C)CC2CC(C)(C)C3)c1 (centres undefined)	-0.2	-1.9	3	-1.1	-3.0	3.0	1	-4	-1.7	2	1
CC(C)(C)c1ccc(C(=O)NCCC(=O)N2CCCC2)cc1	1.7	2.9	1	3.0	12*	7.0*	4	2	0.4	-1	-2
C=C(C)Cn1c(N2CCCC2)nc2c1c(=O)n(C)c(=O)n2C	-0.7	0.6	3	1.9	2.4	-0.5	1	-2	-1.2	-4	-3
COc1cc2cc(CN(C(=O)NC3CCCCC3)C3CCCC3)c(=O)[nH]c2cc1OC	-0.1	-2.5	8	0.1	-2.6	-0.5	-9	-20	-1.1	-13	-44
CCOC(=O)Cn1c2[n+](c3ccccc31)CC(O)CS2 (centres undefined)	-0.5	-1.6	11	-0.4	1.2	0.6	9	0	-1.7	1	15
CCN(CC)S(=O)(=O)c1ccc(OC)c(NC(=O)c2cccs2)c1	-0.6	1.2	1	0.0	1.9	-1.6	2	-1	-0.8	-4	6
O=C(CNc1ccccc1F)Nc1cccc2ccccc12	-0.9	-2.0	-6	1.1	0.8	-1.1	4	-1	-0.1	-1	-8
CC(C)CCNC(=O)C1c2ccccc2Oc2ccccc21	-0.4	3.6	0	0.1	0.8	-1.9	-1	2	-1.3	-3	3
O=C(Nc1ccncc1)c1cc(C2CCCCN2C(=O)CCCc2ccccc2)on1 (centres undefined)	-2.4	-1.7	-3	.	-2.2	-1.5	6	5	-2.0	2	15
O=C(N/N=C/c1ccc(OCC(=O)N2CCCC2)cc1)C(=O)NC1CC1	-0.8	1.1	4	-0.1	1.2	1.6	0	-2	-0.6	5	-2
Cc1ccc(N(C(=O)CCCC(=O)Nc2ccccn2)C(C(=O)NC2CCCC2)c2ccc(O)cc2)cc1C (centres undefined)	1.1	-1.6	-22	-0.7	2.2	0.2	9	7	-1.1	-4	4
O=C(C/C=N\OCc1c(Cl)cccc1Cl)Oc1ccc(Cl)cc1Cl	0.0	-0.6	7	-0.2	-0.7	0.6	-1	-4	-0.7	-1	4
N#C/C(=C\c1ccncc1)c1nc2ccccc2c(=O)[nH]1	-0.4	1.9	-3	-0.1	1.9	-0.7	-60	-4	-0.8	-60	-4
Cc1ccc(NC(=O)Cc2noc3ccccc23)c(C)c1	0.6	2.3	-6	-0.6	-1.3	-2.7	2	-5	-1.0	1	-2
COC(=O)C1(Cc2ccc(O)cc2)OC(=O)C(O)=C1c1ccc(O)cc1 (centres undefined)	0.9	2.6	-39	7.4*	0.3	0.2	0	-3	-0.9	3	-4
Cc1ccccc1C(=O)NCC(=O)OC(C)C(=O)Nc1ccnn1C(C)C (centres undefined)	0.7	1.3	4	-0.7	1.6	-1.2	-2	-5	-1.0	-8	-7
CCOC(=O)C1CCCN(Cc2ccc(OC)c(OCc3ccccc3)c2)C1 (centres undefined)	-0.4	-1.4	-2	0.7	1.4	-1.6	4	-2	-0.7	-4	1
Cc1ccc(Cl)cc1NC(=O)CSc1nncn1-c1ccccn1	0.1	0.9	-2	1.5	0.6	-0.1	-2	-2	-1.1	-5	-6
Cc1ccc(NC(=O)CCC(=O)N/N=C/c2coc3ccccc3c2=O)cc1	0.1	-3.1	-4	1.7	3.7	0.4	5	-3	-0.9	-3	2
CCn1ncc(C2=NOC(C(=O)Nc3cccc(O)c3)C2)c1C (centres undefined)	0.0	-1.6	-1	0.3	3.6	-0.5	1	-3	-0.7	-1	-6
CCCC(=O)Nc1ccc(Nc2ccccc2)cc1	0.0	3.0	4	0.4	-0.7	-1.0	4	0	-0.9	0	5
O=C(Nc1nnc(S(=O)(=O)N2CCCCCC2)s1)c1ccccc1	2.2	7.0	-1	-0.3	4.8	1.1	-9	3	-1.4	-16	-9
COc1ccccc1N(CC(=O)Nc1ccccc1C)S(C)(=O)=O	-0.3	-0.3	0	-0.1	-1.2	0.5	-2	-3	-1.1	0	4
COc1ccc(C(CNC(=O)c2ccc(Cl)c(NC(=O)c3cccs3)c2)N2CCCC2)cc1 (centres undefined)	4.8*	-1.3	2	-1.3	3.2	-0.3	-3	-6	-0.7	0	-14
CC(C)c1ccc(NC2CCCN(C(=O)c3ccc(Cn4cnnn4)cc3)C2)cc1 (centres undefined)	-0.7	0.5	-10	0.7	-2.1	0.0	-1	-3	-1.4	-4	-4
Fc1ccccc1N1CCN(CC2CC3C=CC2C3)CC1 (centres undefined)	0.1	0.2	3	-0.4	3.1	-1.7	12*	2	-0.6	11*	8
CN1C(=O)c2ccccc2C(C(=O)O)C1c1cccc(F)c1 (centres undefined)	0.3	1.0	7	-1.3	-1.2	-0.2	2	0	-1.2	1	-1
O=C(Nc1ccc(OC(F)(F)F)cc1)C1CCCN(C(=O)c2ccc(Cl)cc2)C1 (centres undefined)	-2.2	0.0	4	-1.9	-0.1	-2.6	1	-1	-1.9	-3	4

Looked up by structure from the list above, 3 records:
SMILES	DAX1 inh-1	GAA850 FXN act	HGIII-sPLA2 inh	DAX1 inh-2	hgDAF12 agonist	hcDAF-12 act	PLCg1 inh	ADAM17 inh	ssDAF12 agonist	PLC-beta3 inh	ADAM10 inh
O=C(Nc1nnc(S(=O)(=O)N2CCCCCC2)s1)c1ccccc1	2.2	7.0	-1	-0.3	4.8	1.1	-9	3	-1.4	-16	-9
CC(C)c1ccc(NC2CCCN(C(=O)c3ccc(Cn4cnnn4)cc3)C2)cc1 (centres undefined)	-0.7	0.5	-10	0.7	-2.1	0.0	-1	-3	-1.4	-4	-4
CN1C(=O)c2ccccc2C(C(=O)O)C1c1cccc(F)c1 (centres undefined)	0.3	1.0	7	-1.3	-1.2	-0.2	2	0	-1.2	1	-1

Source: PubChem (The Scripps Research Institute Molecular Screening Center)
